# EP2 antag: inhibitors of human EP2 prostaglandin E2 receptor | AID 1422 | inhibition, % at 25 µM | P43116 | actives 0.52% (n = 260,000) | C6 glioma cells expressing human EP2, cAMP TR-FRET; cells stimulated with saturating PGE2;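 active = percent inhibition above 40 after rounding to a whole number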;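 also: rat C6 glioma host cells with rolipram phosphodiesterase inhibitor present; the protocol text gives 20 µM as final concentration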
# Target sequence (P43116 whole entry, looked up): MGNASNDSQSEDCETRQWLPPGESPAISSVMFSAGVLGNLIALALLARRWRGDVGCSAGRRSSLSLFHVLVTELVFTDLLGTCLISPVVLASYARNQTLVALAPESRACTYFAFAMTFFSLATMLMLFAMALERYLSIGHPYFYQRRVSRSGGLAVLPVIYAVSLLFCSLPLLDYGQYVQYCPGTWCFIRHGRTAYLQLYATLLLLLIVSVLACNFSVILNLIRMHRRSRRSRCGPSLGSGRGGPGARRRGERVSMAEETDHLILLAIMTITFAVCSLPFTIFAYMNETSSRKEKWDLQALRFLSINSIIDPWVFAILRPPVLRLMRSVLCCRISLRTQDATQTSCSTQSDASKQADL
# Hck Nef HTS: blocks Nef-activated human Hck kinase; P08631; Recombinant Hck-YEEI plus Nef, Z-Lyte FRET kinase assay; inhibition, % at 20 µM; actives 0.68% (n = 220,000); AID 463187;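 active = Hck-Nef kinase inhibition above about 50%, limit read from the data; inactive = inhibition below that limit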;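 also: 0% = DMSO with Hck plus Nef and 100% = Hck alone without Nef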
# 14-3-3 Bad PPI: disrupts binding of bovine 14-3-3 zeta to phospho-Bad peptide; P63103; TR-FRET 14-3-3zeta/Dy647-pBad peptide displacement, 1 h; inhibition, % at 21.7 µM; actives 0.71% (n = 220,000);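 active = inhibition above about 70%, limit read from the data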;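 also: 0% = full 14-3-3 plus peptide FRET controls and 100% = background without 14-3-3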
# Target sequence (P63103 whole entry, looked up): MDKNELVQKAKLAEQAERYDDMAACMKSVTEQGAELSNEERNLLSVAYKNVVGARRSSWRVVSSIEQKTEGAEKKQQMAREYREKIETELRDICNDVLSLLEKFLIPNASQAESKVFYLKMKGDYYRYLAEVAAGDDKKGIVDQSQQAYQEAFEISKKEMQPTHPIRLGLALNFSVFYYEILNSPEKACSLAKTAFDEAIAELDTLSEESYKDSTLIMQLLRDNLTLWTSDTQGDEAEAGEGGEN
# m-calpain inh: blocks pig calpain II enzyme activity | inhibition, % at 16 µM | AID 1236 | purified calpain II, fluorogenic peptide substrate, 30 min | actives 0.37% (n = 220,000);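 active = inhibition above about 50%, limit read from the data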
# Tb hexokinase: T. brucei hexokinase 1 inhibition; recombinant TbHK1, G6PDH-coupled NADH A340; inhibition, % at 10 µM; actives 0.11% (n = 220,000); AID 1430;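 active = inhibition of 50% or more in the single-dose primary screen; inactive = inhibition below 50%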
# zVAD death inh: L929 zVAD cell death inhibition; actives 0.38% (n = 220,000); viability rescue, % at 10 µM; L929 zVAD necroptosis rescue, ATP luminescence, 24 h; with zVAD 60 µM; AID 1377;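 active = activation, scaled between plate controls, above about 75%, limit read from the data; inactive = activation under that limit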;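 also: 0% = zVAD with DMSO and 100% = DMSO alone without zVAD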
# eIF4E-4G inh: inhibitors of eIF4E and eIF4G interaction in translation initiation | P63073+Q04637 | TR-FRET eIF4E-eIF4GI(517-606) binding, 2 h | inhibition, % at 21.7 µM | actives 0.37% (n = 220,000);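 active = inhibition above about 30%, limit read from the data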;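 also: 0% = full FRET control wells and 100% = background wells lacking eIF4GI fragment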
# Rad51 HR inh: blocks human Rad51 in homologous recombination; inhibition, % at 10 µM; hRad51 DNA strand exchange, fluorescence dequenching; Q06609; AID 1385; actives 0.085% (n = 200,000);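 active = inhibition above 40% at the single screening dose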;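 also: 0% = DMSO control wells and 100% = blanks with heterologous ssDNA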
# Target sequence (Q06609 whole entry, looked up): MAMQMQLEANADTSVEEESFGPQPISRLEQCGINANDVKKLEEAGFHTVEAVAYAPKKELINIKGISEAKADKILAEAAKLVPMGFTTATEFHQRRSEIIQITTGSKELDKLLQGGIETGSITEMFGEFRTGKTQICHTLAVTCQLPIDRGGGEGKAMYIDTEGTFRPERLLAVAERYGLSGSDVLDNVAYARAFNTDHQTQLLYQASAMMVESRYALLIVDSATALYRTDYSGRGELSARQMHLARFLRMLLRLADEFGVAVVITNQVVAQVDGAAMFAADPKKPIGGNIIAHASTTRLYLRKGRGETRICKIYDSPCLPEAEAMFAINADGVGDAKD
#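 System: human Rad51 nucleoprotein filaments preassembled on unlabelled ssDNA. Reagent: labelled 47-mer dsDNA for strand exchange. Schedule: 30-min compound preincubation and 15-min exchange, both room temperature. Measured by: FRET fluorescence dequenching, excitation 485 nm, emission 520 nm. Read-out: Fluorescence-based percent inhibition, control- and blank-normalised. Benchmarks: plate controls and plate blanks.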
# EP2 modulator: modulators of human EP2 prostaglandin E2 receptor | actives 0.83% (n = 260,000) | P43116 | AID 940 | EP2-expressing cells, cAMP HTRF FRET, PGE2 co-stimulation | induction, % at 25 µM;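 active = compounds whose cAMP rise, as percent of the full-agonist control response, exceeds 60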;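 also: rat C6 glioma line stably carrying human EP2 under a CMV promoter; the protocol text gives 20 µM as final concentration; 100% = response of wells given 1 µM PGE2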
# * = called active by the depositor; x = not tested or not shown; & = joins results of further samples; [ ] = another dose, or the depositor's remark. This is a subset (hit frequency here may not be typical).
SMILES	EP2 antag	Hck Nef HTS	14-3-3 Bad PPI	m-calpain inh	Tb hexokinase	zVAD death inh	eIF4E-4G inh	Rad51 HR inh	EP2 modulator
CN(Cc1cc([N+](=O)[O-])c2cccnc2c1O)C1CCCCC1	5	3	3	6	3	0.5	-1	x	4
Cc1ccc(-n2c(SCCN)nnc2-c2cccc(C)c2)cc1	5	25	4	-4	2	-0.1	-7	19	24
Cn1c(=NC(=O)c2ccc(S(=O)(=O)N3CCCc4ccccc43)cc2)sc2cc(S(C)(=O)=O)ccc21	5	5	27	-71	-37	0.6	17	7	-26
CCOc1ccccc1CN1C(=O)c2ccccc2C1C(=O)NC(C)CC (stereo not given)	12	-1	-10	-28	-5	-0.9	1	-1	21
Cc1cc(C)nc(NC2=NCC(=O)N2c2ccccc2Br)n1	12	22	-9[fluorescence artefact?]	13	-3	0.3	2	2	14
CC(C)(C)CC(=O)Nc1nnc(SCC(=O)NCc2cccs2)s1	9	16	-1	-8	-1	3.5	0	10	10
O=C(O)c1ccccc1-c1ccccc1C(=O)Nc1nc2ccccc2s1	9	-5	9	23	-12	0.3	0	13	-1
CCCc1cc(=O)[nH]c(SCC(=O)N(C)CC(=O)Nc2ccc(C)cc2)n1	8	-1	-2	-30	0	0.6	2[fluorescence artefact?]	2	3
Cn1c(SCC(=O)Nc2ccc3cn[nH]c3c2)nnc1-c1cccs1	17	5	7[fluorescence artefact?]	-5	0	0.0	-5[fluorescence artefact?]	2	22
Cc1ccc(CNC(=O)C2CCN(S(=O)(=O)c3c(C)noc3/C=C/c3ccco3)CC2)cc1	16	2	6	-45	-32	1.0	-1	2	-16
c1cc2nc(C34CC5CC(CC(C5)C3)C4)[nH]c2cn1	9	14	42	-6	-1	x	3	15	4
COc1cccc(C2C(C#N)=C(N)Oc3cc(C)n(Cc4ccco4)c(=O)c32)c1 (stereo not given)	11	2	-13	-14	24	-0.7	3	-20	20
FC(F)Oc1ccc(-c2csc(NNC3=NCCCCC3)n2)cc1	5	2	-8	5	2	-1.3	-3	11	-14
N/C(COc1cccc(Cl)c1)=N\O	5	17	3	12	-2	1.0	-2	x	-2
Fc1ccc(CSc2nnc(-c3ccco3)o2)cc1	9	-9	-3	11	-14	0.0	5	14	10
O=C(CNC(=O)Cc1ccccc1)NCC(=O)OCC(=O)c1cccc2ccccc12	12	8	-10	-37	-10	-0.3	4	-4	-3
Brc1ccc(-c2noc(CCc3ccccc3)n2)o1	2	1	0[fluorescence artefact?]	-32	1	-0.5	1	3	9
CCOC(=O)c1ccc(-c2ccc(C(=O)Nc3cccnc3)o2)cc1	11	1	-2[fluorescence artefact?]	-69	-32	1.7	-1[fluorescence artefact?]	-14	-33
CC1(C)O[C@H]2OC([C@H](O)CON3C(=O)c4ccccc4C3=O)[C@H](O)[C@H]2O1 (stereo not given in full)	7	-5	0	-12	-4	4.7	1[fluorescence artefact?]	-2	21
O=C1C(Cl)=C(NCCCO)C(=O)c2ccccc21	12	3	-15[fluorescence artefact?]	40	-10	2.2	3	-8	-14
CCOC(=O)C1=C(C)NC(=S)NC1c1ccco1 (stereo not given)	6	-43	-3	13	-10	-0.9	3	8	-6
NS(=O)(=O)c1ccc(NC(=S)Nc2ccc(C(=O)N3CCCCC3)cc2)cc1	4	-2	-17	-21	-4	-0.2	-1	6	-24
O=C(CSc1ccccc1)Nc1nccs1	4	19	-7	-13	-2	0.5	-2	2	4
COCCNC(=O)c1ccc2c(c1)NC(=O)CS2	7	-2	18	11	6	0.2	-11	0	-8

# 3 compounds drawn at random from the list so far, as already listed:
SMILES	EP2 antag	Hck Nef HTS	14-3-3 Bad PPI	m-calpain inh	Tb hexokinase	zVAD death inh	eIF4E-4G inh	Rad51 HR inh	EP2 modulator
N/C(COc1cccc(Cl)c1)=N\O	5	17	3	12	-2	1.0	-2	x	-2
O=C1C(Cl)=C(NCCCO)C(=O)c2ccccc21	12	3	-15[fluorescence artefact?]	40	-10	2.2	3	-8	-14
O=C(CNC(=O)Cc1ccccc1)NCC(=O)OCC(=O)c1cccc2ccccc12	12	8	-10	-37	-10	-0.3	4	-4	-3

# Next structures follow:
SMILES	EP2 antag	Hck Nef HTS	14-3-3 Bad PPI	m-calpain inh	Tb hexokinase	zVAD death inh	eIF4E-4G inh	Rad51 HR inh	EP2 modulator
CN(C)/C=N/c1c(C#N)cnn1C	-2	-2	-9	17	5	0.0	-2	7	-21
Cc1oc(-c2ccccc2F)nc1CS(=O)(=O)CC(=O)NC1CCCC1	9	-7	-3	-25	3	-0.6	-1	1	0
CCOC(=O)c1ccc(N2CCN(C(C)=O)CC2)c(NC(=O)c2cccnc2)c1	6	22	0	-27	-2	-0.7	2	1	-2
c1ccc(-c2nnsc2-c2ncc[nH]2)cc1	4	19	1	6	-10	-0.3	-3	8	-27
COc1cccc2[nH]c3c(N4CCCCC4)ncnc3c12	4	6	-4[fluorescence artefact?]	-405	-24	8.3	-21[fluorescence artefact?]	-1	94*
O=C(Cn1ccc2ccccc2c1=O)NCCC(=O)Nc1ccc2c(c1)OCCO2	9	2	8	-19	-5	1.7	-2	6	5
Cc1csc(SCC(=O)Nc2nc(-c3ccccc3)cs2)n1	5	8	-2	-2	4	0.1	6	7	-22
CN1CCN(c2ccc(NS(=O)(=O)c3ccc(Cl)cc3)cn2)CC1	1	7	-13	-14	-5	0.0	0	2	15
Cc1nnc(SCC(=O)NC2CCCCC2)n(N)c1=O	4	7	12	-21	-10	1.3	-5	-4	17
Cc1ccc2cn[nH]c2c1NC(N)=S	3	16	-4	15	-1	0.6	2	-12	-7
CC(=O)Nc1cccc(NC(=O)CSc2nnnn2C)c1	6	-10	-9	-28	6	-0.1	-1[fluorescence artefact?]	1	27
O=C(Cc1ccccc1)NC1CCN(S(=O)(=O)c2cccc(F)c2)CC1	10	-2	x	-1	4	-0.3	x	8	-23
CCC1=NN(C(=O)Cc2ccc(OC)c(OC)c2)C(O)(C(F)(F)F)C1 (stereo not given)	5	2	8	-2	4	0.4	0	1	4
Cc1nnc(NC(=O)C2c3ccccc3Oc3ccccc32)s1	6	-7	-2[fluorescence artefact?]	-15	0	x	1[fluorescence artefact?]	10	17
CN(C)S(=O)(=O)c1cccc(NC(=S)NC2CCCCC2)c1	10	12	-6	-3	-12	6.0	0	8	-42
Cc1ccc(S(=O)(=O)/N=C(\CCl)N2CCOCC2)cc1	6	-4	2	21	-4	x	-1[fluorescence artefact?]	x	6
COc1ccc(N(CC(=O)NCc2cccnc2)S(=O)(=O)c2ccc(C)c([N+](=O)[O-])c2)cc1	5	13	-3	-13	-2	0.2	1	4	-11
CCN(CC)C(=O)CSc1nc(-c2ccc(C)cc2)nc2c1COC(C)(C)C2	8	1	11	24	-11	0.4	4	3	-1
COc1ccc2cc(C(=O)Nc3c(C)n(C)n(-c4ccccc4)c3=O)sc(=O)c2c1OC	4	4	4	32	-26	-0.3	0	x	4
CCCCOc1ccc(C(=O)N/N=C/c2cn[nH]c2-c2ccc(OC)c(OC)c2)cc1	10	13	-4[fluorescence artefact?]	-22	-25	1.6	13	-9	-39
COc1ccc2nc(NC(=O)CCc3nc(-c4ccccc4F)no3)sc2c1	13	29	47[fluorescence artefact?]	-21	4	0.1	-55	-9	5
Cc1ccc(S(=O)(=O)Nc2ccc(-c3nnc(SCC#N)n3C)cc2)cc1	7	3	4	5	20	0.2	7	-2	-15
O=C(Nc1ccc(C(F)(F)F)cn1)Nc1cccs1	6	10	-2	0	7	2.4	-2	1	-23
COc1cc(NC(=O)CSc2ncccc2C(=O)OC(C)C)cc(OC)c1	0	-1	-2[fluorescence artefact?]	5	-4	-0.8	-13	-9	-6
O=C(CCn1cnnn1)Nc1cccc(F)c1	11	20	-16	-34	-3	5.8	-1	5	13
COc1ccccc1-c1coc2cc(OCC(=O)OCc3ccccc3)ccc2c1=O	21	1	-12	6	-4	1.7	5	-3	-10
CC1CCCCN1CC(=O)Nc1ccccc1Sc1ccccc1 (stereo not given)	12	0	2	16	9	0.5	1	-5	62*
COc1ccc(C(=O)CSc2ccc(-c3ccccc3)nn2)cc1	3	0	4[fluorescence artefact?]	33	3	0.3	2[fluorescence artefact?]	-2	0
CC1CCCC/C1=N\NC(=S)NCCc1ccccc1 (stereo not given)	9	21	-16	10	5	-0.5	-3	14	24
CC1=NN(C(C)C)C(=O)C1	6	-4	0[fluorescence artefact?]	-26	4	-0.1	1	12	7
O=C(Nc1ccccc1)Nc1cccc2cccnc12	9	2	-9	-10	-14	0.4	1	4	5
CCN(CC)C(=O)CCNS(=O)(=O)c1ccc(C)cc1	3	-1	-6	12	6	0.3	-14	-1	11
CCOC(=O)C1(Cc2cccc(OC)c2)CCN(Cc2cccn2-c2ccccn2)CC1	7	-6	-6	-10	3	-0.1	0	x	-6
O=C(COC(=O)/C=C/c1ccco1)Nc1ncc(C(F)(F)F)cc1Cl	8	0	-5	11	-2	-1.5	12[fluorescence artefact?]	-22	14
Cc1ccc(Cl)cc1NC(=O)CC1NC2CCCCC2NC1=O (stereo not given)	7	24	-4	-2	1	0.9	2	-4	-4
O=C1C2CCCCC2C(=O)N1c1ccc(NC2CCCCC2)c([N+](=O)[O-])c1 (stereo not given)	7	0	-15	61*	30	2.9	-3	2	-63
Cc1nonc1OCCNC(=O)C12CC3CC(CC(C3)C1)C2	14	13	0	-15	4	-0.7	10	2	8
COc1cccc(NC(=O)COC(=O)c2ccccc2F)c1	6	0	2[fluorescence artefact?]	7	-1	-0.1	1	-3	3
NCCNc1ccc([N+](=O)[O-])cc1	4	10	2	16	-18	0.1	-1	5	-24
COc1cc(C(C)=O)ccc1Oc1ncnc2c1cnn2-c1ccc(F)cc1	5	0	1	7	1	0.5	5	3	16
O=C(c1ccccn1)N1CCN(S(=O)(=O)c2ccccc2)CC1	10	12	1	-13	1	2.5	4	2	25
CCc1ccccc1N(CC(=O)N/N=C/c1ccc(OC(=O)OC)c(OC)c1)S(C)(=O)=O	12	0	3	-35	6	-0.5	-4	0	-34
CCN(CC)C(=O)CS(=O)(=O)CC(=O)Nc1cc(OCCOC)c(Cl)cc1Cl	0	5	-8	-17	-3	0.6	6	-36	9
CC1(C)C2CCC(C2)C1(C)NC(=O)CN1CCN(Cc2ccccc2)CC1 (stereo not given)	9	17	72*	6	-12	5.9	-2	16	-16
CC1(c2ccccc2)NC(=O)N(CC(=O)Nc2ccc3c(c2)OCO3)C1=O (stereo not given)	8	2	-3	-6	-4	-0.1	1	-5	-7
CC(C)(C)NC(=O)Cc1ccc(S(=O)(=O)N2CCCC2)s1	16	16	-4	-130	-4	-0.2	3	-3	10
CC(=O)N1CCN(c2ccc(NC(=O)c3ccccc3Br)cc2Cl)CC1	4	-5	-8	22	-5	5.9	-2	1	2
CC(CN1CCCCC1)OC(=O)c1cc2ccccc2o1 (stereo not given)	15&5	6	x	-9	6	1.0	x	-3	-5&-9
O=C(NNc1nc(-c2ccccc2)c2cc(Br)ccc2n1)c1ccc(S(=O)(=O)N2CCCCC2)cc1	6	1	-4	-65	-2	0.1	1	-2	10
CC(=O)Nc1cccc(-c2nc3ccccc3s2)c1C	3	15	-4	-2	-4	0.6	4	27	-32
O=C(O)C1CCCN1S(=O)(=O)c1ccc(Br)s1 (stereo not given) (tested in a mixture with another compound)	24	2	2	-10	2	0.5	-4	2	4

# Assay outcomes as filed in PubChem.
